MazF activator: increases E. coli MazEF RNase cleavage of RNA; activation, % at 20 µM; FAM/BHQ RNA-DNA oligo cleavage fluorescence, 5 h; AID 504720; hit rate 0.32% among 350,000; in the data active = activation above about 50%
Target sequence (P0AE70 whole entry, looked up): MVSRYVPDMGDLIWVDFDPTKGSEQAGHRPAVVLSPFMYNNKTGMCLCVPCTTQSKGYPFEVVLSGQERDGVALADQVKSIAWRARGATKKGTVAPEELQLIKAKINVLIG
PrPC TRFRET: inhibitors of human cell surface prion protein PrPC. inhibition, % at 13.8 µM. TR-FRET read-out. hit rate 0.43% among 370,000. P04156. AID 720596; in the data active = inhibition above about 24%; note: 0% = median of the test wells and 100% = reference compound wells
CCHF vOTU inh: blocks the CCHF virus ovarian tumor domain protease. AID 651958. hit rate 0.55% among 370,000. CCHFV vOTU protease, Pep-AMC fluorescence. inhibition, % at 11.5 µM; in the data active = inhibition above about 30%; note: 0% = vehicle wells with enzyme and 100% = no enzyme wells
PriA SSB inh: K. pneumoniae PriA-SSBct interaction inhibition; AlphaScreen SSBct-PriA binding, biotinylated peptide; inhibition, % at 33 µM; hit rate 0.6% among 430,000; AID 1272365; in the data active = inhibition mostly above about 37%, no sharp cut-off; inactive = mostly below about 20%;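 note: plate controls were negative control peptide for no effect and reference peptide for full effect; strong numbers were not always called active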
DUSP3 inh: inhibitors of human VHR1 phosphatase (DUSP3); P51452; recombinant VHR phosphatase, pNPP absorbance; inhibition, % at 13.3 µM; hit rate 0.52% among 290,000; in the data active = inhibition above about 50%; note: some compounds called inactive have numbers as strong as hits
Target sequence (P51452 whole entry, looked up): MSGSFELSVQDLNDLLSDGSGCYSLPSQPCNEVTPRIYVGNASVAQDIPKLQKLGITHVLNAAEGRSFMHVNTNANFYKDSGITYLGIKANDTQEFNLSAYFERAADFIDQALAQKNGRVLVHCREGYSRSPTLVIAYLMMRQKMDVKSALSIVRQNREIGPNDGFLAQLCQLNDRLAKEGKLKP
SARS 3CLpro inh: SARS-CoV 3CLpro protease inhibition. P0C6X7. recombinant SARS-CoV 3CLpro, quenched FRET peptide cleavage. inhibition, % at 6 µM. hit rate 0.14% among 290,000; in the data active = inhibition above about 12%
BoNT-F LC inh: BoNT F light chain protease inhibition | Multiplex microsphere protease cleavage assay, flow cytometry | inhibition, % at 10 µM | hit rate 0.22% among 360,000 | AID 588497; in the data active = inhibition above about 35%, passing the limit was not always enough; inconclusive = no clear call, values can overlap the other calls; note: plate controls were buffer without enzyme for full effect and enzyme alone for no effect
BoNT A protease: BoNT A light chain protease inhibition; multiplex microsphere protease substrate cleavage, flow cytometry; hit rate 0.17% among 360,000; inhibition, % at 10 µM; AID 588499; note: plate controls were buffer without enzyme for full effect and enzyme alone for no effect
Anthrax LF prot: inhibitors of Bacillus anthracis lethal factor protease; multiplex microsphere protease cleavage assay, LF; inhibition, % at 10 µM; hit rate 0.12% among 360,000; note: plate controls were buffer without enzyme for full effect and enzyme alone for no effect
Rv3671c inh: inhibitors of M. tuberculosis serine protease Rv3671c; P9WHR9; inhibition, % at 5.96 µM; hit rate 0.048% among 320,000; AID 2606; in the data active = inhibition above about 38%;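 note: extracellular domain of Rv3671c used as enzyme; 0% = enzyme with DMSO and 100% = no enzyme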
Target sequence (P9WHR9 whole entry, looked up, the tested form may be a part): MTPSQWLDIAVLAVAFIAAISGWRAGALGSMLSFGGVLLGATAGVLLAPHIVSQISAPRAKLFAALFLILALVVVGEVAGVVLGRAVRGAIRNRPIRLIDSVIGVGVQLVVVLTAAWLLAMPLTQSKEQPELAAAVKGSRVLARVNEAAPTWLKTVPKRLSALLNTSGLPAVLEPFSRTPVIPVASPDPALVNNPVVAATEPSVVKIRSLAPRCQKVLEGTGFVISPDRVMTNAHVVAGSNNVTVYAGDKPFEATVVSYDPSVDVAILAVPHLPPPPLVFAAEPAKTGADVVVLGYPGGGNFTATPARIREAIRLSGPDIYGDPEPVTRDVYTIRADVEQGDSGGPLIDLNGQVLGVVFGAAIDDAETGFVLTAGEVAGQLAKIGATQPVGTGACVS
Starred values were filed as active, the others as inactive. Cut-off read from the data, not from the text of the source, unless noted: active = inhibition above about 30%; inconclusive = no clear call, values can overlap the other calls; inactive = below that.

Screening O=c1c(Cc2ccc(Cl)cc2)c(O)ccn1Cc1cccs1 returned MazF activator 1, PrPC TRFRET 13, CCHF vOTU inh 7, PriA SSB inh -9, DUSP3 inh 50*, SARS 3CLpro inh 3, BoNT-F LC inh 4, BoNT A protease -0.8, Anthrax LF prot 2 and Rv3671c inh 4.
For CCN(CC)CCCOc1ccc(Cl)c(Cl)c1 the results were MazF activator -6, PrPC TRFRET -6, CCHF vOTU inh -13, PriA SSB inh 5, DUSP3 inh -12, SARS 3CLpro inh 3, BoNT-F LC inh -4, BoNT A protease 0.3, Anthrax LF prot 1 and Rv3671c inh 6.
COc1ccc(C2C3(C#N)C(N)=NC(OC)(OC)C23C#N)cc1 (centres undefined) was read as MazF activator 9, PrPC TRFRET -12, CCHF vOTU inh 10, PriA SSB inh -13, DUSP3 inh 4, SARS 3CLpro inh 6, BoNT-F LC inh -4, BoNT A protease -0.5, Anthrax LF prot -9 and Rv3671c inh -3.
`O=C(NCc1ccccc1)NC1CCCCC1` gave MazF activator -7, PrPC TRFRET 3, CCHF vOTU inh 2, PriA SSB inh -32, DUSP3 inh 7, SARS 3CLpro inh 1, BoNT-F LC inh -4, BoNT A protease -0.6, Anthrax LF prot -9 and Rv3671c inh -3.
For CCN(CC(=O)Nc1ccccc1C(F)(F)F)C(=O)c1ccc2c(=O)n3c(nc2c1)CCC3 the results were MazF activator 2, PrPC TRFRET -7, CCHF vOTU inh -1, PriA SSB inh -5, BoNT-F LC inh -10, BoNT A protease 0.6, Anthrax LF prot 3 and Rv3671c inh -8.
COc1cc(/C=N/NC(=O)Cc2ccccc2)cc([N+](=O)[O-])c1O was read as MazF activator 1, PrPC TRFRET -33, CCHF vOTU inh 23, DUSP3 inh 1, SARS 3CLpro inh 0, BoNT-F LC inh -28, BoNT A protease -3.9, Anthrax LF prot -3 and Rv3671c inh 7.
For CC1Cc2ccccc2N1C(=O)COC(=O)CCc1nc2ccccc2c(=O)[nH]1 (centres undefined) the results were MazF activator 5, PrPC TRFRET 5, CCHF vOTU inh 18, PriA SSB inh -7, DUSP3 inh 6, SARS 3CLpro inh 0, BoNT-F LC inh -17, BoNT A protease -2.3, Anthrax LF prot -2 and Rv3671c inh -6.
Cc1cc(=O)[nH]c(N2CCN(Cc3ccccc3)CC2)n1 was read as MazF activator -2, PrPC TRFRET 0, CCHF vOTU inh 13, PriA SSB inh -23, DUSP3 inh 3, SARS 3CLpro inh -4, BoNT-F LC inh -8, BoNT A protease -0.8, Anthrax LF prot -1 and Rv3671c inh 5.
COc1ccc(-c2oc3ccc(N4CCOCC4)cc3c2C#Cc2ccc(N)cc2)cc1 was read as MazF activator -6, PrPC TRFRET 9, CCHF vOTU inh -2, PriA SSB inh 8, BoNT-F LC inh -2, BoNT A protease 0.8, Anthrax LF prot -6 and Rv3671c inh 4.
`CCOC(=O)C1=C(CSc2nc(C)ccc2C#N)OC(N)=C(C#N)C1c1cccc(OC)c1OC` (centres undefined) gave MazF activator -6, PrPC TRFRET -1, CCHF vOTU inh 4, PriA SSB inh 11, DUSP3 inh 10, SARS 3CLpro inh -7, BoNT-F LC inh -10, BoNT A protease -0.2, Anthrax LF prot -4 and Rv3671c inh -9.
For CCC(OC(=O)CC1Sc2ccccc2NC1=O)C(=O)NCC1CCCO1 (centres undefined) the results were MazF activator -4, PrPC TRFRET 5, CCHF vOTU inh 3, PriA SSB inh -13, DUSP3 inh 12, SARS 3CLpro inh 3, BoNT-F LC inh 3, BoNT A protease 0.5, Anthrax LF prot -2 and Rv3671c inh 6.
Screening Cc1ccc(S(=O)(=O)Nc2cc(C(F)(F)F)ccc2N2CCOCC2)cc1C returned MazF activator -4, PrPC TRFRET 2, CCHF vOTU inh -2, PriA SSB inh -4, DUSP3 inh 2, SARS 3CLpro inh 2, BoNT-F LC inh -11, BoNT A protease -0.7, Anthrax LF prot -1 and Rv3671c inh 2.
`Cc1nc2ccccc2n1CC(=O)OCC(=O)NCCc1ccccc1` gave MazF activator 7, PrPC TRFRET 12, CCHF vOTU inh 10, PriA SSB inh 5, DUSP3 inh 6, SARS 3CLpro inh 6, BoNT-F LC inh -2, BoNT A protease -0.4, Anthrax LF prot -3 and Rv3671c inh -6.
COc1ccc(C2=NN3C(C2)c2ccccc2OC3c2cccs2)cc1 (centres undefined) was read as MazF activator 2, PrPC TRFRET -1, CCHF vOTU inh -59, PriA SSB inh 2, DUSP3 inh 18, SARS 3CLpro inh 2, BoNT-F LC inh -3, BoNT A protease -0.8, Anthrax LF prot -8 and Rv3671c inh 6.
Screening CN(C)c1ncnc(N(C)C)c1[N+](=O)[O-] returned MazF activator -6, PrPC TRFRET 2, CCHF vOTU inh -9, PriA SSB inh -17, DUSP3 inh 12, SARS 3CLpro inh -5, BoNT-F LC inh inconclusive, BoNT A protease inconclusive, Anthrax LF prot 0 and Rv3671c inh -1.
COc1ccc(-c2ccc(CCC(=O)O)n2NC(=O)c2ccc(C(C)(C)C)cc2)cc1 was read as MazF activator 7, PrPC TRFRET 2, CCHF vOTU inh 4, PriA SSB inh -6, DUSP3 inh -8, SARS 3CLpro inh 9, BoNT-F LC inh -1, BoNT A protease -0.5, Anthrax LF prot -6 and Rv3671c inh -3.
Screening COc1ccc(CCC(=O)O)c(O)c1 returned MazF activator 0, PrPC TRFRET 6, CCHF vOTU inh -3, PriA SSB inh 0, DUSP3 inh 6, BoNT-F LC inh -11, BoNT A protease -0.2, Anthrax LF prot 0 and Rv3671c inh -2.
O=C1NC2(CCCc3ccccc32)C(=O)N1CCOc1ccc(Br)cc1 (centres undefined) was read as MazF activator 3, PrPC TRFRET -8, CCHF vOTU inh 5, PriA SSB inh 3, DUSP3 inh -14, SARS 3CLpro inh -4, BoNT-F LC inh 0, BoNT A protease -0.9, Anthrax LF prot 3 and Rv3671c inh -4.
For CCc1nn(CC(=O)NCCN2CCN(C)CC2)c(=O)c2cc3c(OC)cccc3n12 the results were MazF activator 3, PrPC TRFRET -3, CCHF vOTU inh -148, PriA SSB inh -18, DUSP3 inh 40, SARS 3CLpro inh 1, BoNT-F LC inh -2, BoNT A protease -0.1, Anthrax LF prot 1 and Rv3671c inh 5.
Nc1cccc(-c2ccc(CO)o2)c1 was read as MazF activator 3, PrPC TRFRET 3, CCHF vOTU inh 6, PriA SSB inh 14, DUSP3 inh -3, SARS 3CLpro inh -2, BoNT-F LC inh -1, BoNT A protease 0.0, Anthrax LF prot -1 and Rv3671c inh 2.
Screening Cc1ccc(/C=N/NC(=O)CN2CCN(Cc3ccccc3Cl)CC2)o1 returned MazF activator -4, PrPC TRFRET 0, CCHF vOTU inh 12, PriA SSB inh inactive, DUSP3 inh -4, SARS 3CLpro inh 2, BoNT-F LC inh -8, BoNT A protease -0.2, Anthrax LF prot 2 and Rv3671c inh 3.
Cc1onc(-c2ccccc2)c1C(=O)NC(=S)NNC(=O)c1ccccc1O was read as MazF activator 1, PrPC TRFRET -4, CCHF vOTU inh 12, PriA SSB inh 64*, DUSP3 inh 2, SARS 3CLpro inh -1, BoNT-F LC inh -5, BoNT A protease -0.7, Anthrax LF prot 0 and Rv3671c inh 14.
`CCOC(=O)CSc1nc(N2CCOCC2)c2c(c1C#N)CC(C)(C)OC2` gave MazF activator 10, PrPC TRFRET 7, CCHF vOTU inh -4, PriA SSB inh -3, DUSP3 inh 14, SARS 3CLpro inh 2, BoNT-F LC inh -8, BoNT A protease -3.1, Anthrax LF prot 4 and Rv3671c inh 3.
Screening COc1ccc(N2CCN(C(=O)NCc3ccc(C)cc3)CC2)cc1 returned MazF activator 3, PrPC TRFRET 8, CCHF vOTU inh 9, PriA SSB inh -3, DUSP3 inh 12, SARS 3CLpro inh -5, BoNT-F LC inh 1, BoNT A protease -1.9, Anthrax LF prot -6 and Rv3671c inh -1.
`Cc1ccc(S(=O)(=O)NC(CC(=O)N2CCC3(CC2)OCCO3)c2ccco2)cc1` (centres undefined) gave MazF activator -3, PrPC TRFRET 5, CCHF vOTU inh 18, PriA SSB inh -10, DUSP3 inh 5, SARS 3CLpro inh 0, BoNT-F LC inh -20, BoNT A protease -0.6, Anthrax LF prot -5 and Rv3671c inh 2.
`c1ccc2c(-c3csc(-c4ccncc4)n3)c[nH]c2c1` gave MazF activator -3, PrPC TRFRET -16, CCHF vOTU inh -1, PriA SSB inh -18, DUSP3 inh 48, SARS 3CLpro inh -2, BoNT-F LC inh -5, BoNT A protease 0.5, Anthrax LF prot 2 and Rv3671c inh -1.
CCCCc1nc2ccc(F)cc2cc1C was read as PrPC TRFRET -3, CCHF vOTU inh -3, BoNT-F LC inh -15, BoNT A protease -0.6 and Anthrax LF prot -3.
O=C1CSC(c2cccc([N+](=O)[O-])c2)N1CCc1ccccc1 (centres undefined) was read as MazF activator 4, PrPC TRFRET -6, CCHF vOTU inh -1, PriA SSB inh 7, DUSP3 inh 5, SARS 3CLpro inh 1, BoNT-F LC inh inconclusive, BoNT A protease -2.9 and Anthrax LF prot 0.
Screening CN[C@@H](C)C(=O)NC[C@H]1O[C@@H](n2cnc3c(=O)[nH]c(N)nc32)[C@H](O)[C@@H]1O returned PrPC TRFRET -12, CCHF vOTU inh 3, BoNT-F LC inh 1, BoNT A protease 0.8 and Anthrax LF prot -3.
For COc1ccc(Cc2nc3ccc(C(=O)NCCc4cccc(C)n4)cc3o2)cc1 the results were MazF activator -11, PrPC TRFRET 0, CCHF vOTU inh 12, PriA SSB inh -16, DUSP3 inh 29, SARS 3CLpro inh -2, BoNT-F LC inh -2, BoNT A protease -1.1, Anthrax LF prot -3 and Rv3671c inh 1.
CN1[C@@H]2CC[C@H]1CC(OC(=O)c1c[nH]c3ccccc13)C2 (some centres undefined) was read as MazF activator 0, PrPC TRFRET -9, CCHF vOTU inh 5, PriA SSB inh -5, BoNT-F LC inh 4, BoNT A protease -0.5, Anthrax LF prot -11 and Rv3671c inh -1.
`CCOc1ccc(Cc2nnc(SCC(N)=O)n2C)cc1` gave MazF activator -4, PrPC TRFRET -5, CCHF vOTU inh -11, PriA SSB inh -23, DUSP3 inh 20, SARS 3CLpro inh -2, BoNT-F LC inh -4, BoNT A protease -2.4, Anthrax LF prot 0 and Rv3671c inh 2.
`O=C(O)c1csc(-c2cccc(Cl)c2)n1` gave MazF activator 2, PrPC TRFRET 8, CCHF vOTU inh 9, PriA SSB inh -9, DUSP3 inh 13, SARS 3CLpro inh 3, BoNT-F LC inh -4, BoNT A protease 0.3, Anthrax LF prot -6 and Rv3671c inh -5.
COc1ccccc1NC(=O)CSc1nnc(Cc2cc(=O)[nH]c(=O)[nH]2)n1-c1ccccc1 was read as MazF activator 0, PrPC TRFRET -8, CCHF vOTU inh 5, PriA SSB inh -3, DUSP3 inh 1, SARS 3CLpro inh -3, BoNT-F LC inh 7, BoNT A protease 0.2, Anthrax LF prot -1 and Rv3671c inh -9.
For Nn1c(SCC(=O)Nc2ccc3c(c2)OCO3)nnc1-c1ccc(Cl)cc1 the results were MazF activator 8, PrPC TRFRET 1, CCHF vOTU inh 8, PriA SSB inh -6, DUSP3 inh 13, SARS 3CLpro inh 3, BoNT-F LC inh 6, BoNT A protease 1.2, Anthrax LF prot -8 and Rv3671c inh -8.
For Cc1ccc(Cl)cc1N(CC(=O)N1CCCCCC1)S(C)(=O)=O the results were MazF activator 5, PrPC TRFRET 1, CCHF vOTU inh -15, PriA SSB inh 2, DUSP3 inh 19, SARS 3CLpro inh 0, BoNT-F LC inh 10, BoNT A protease 1.3, Anthrax LF prot 6 and Rv3671c inh -3.

Looked up one by one from the entries so far:
`O=C(O)c1csc(-c2cccc(Cl)c2)n1` gave MazF activator 2, PrPC TRFRET 8, CCHF vOTU inh 9, PriA SSB inh -9, DUSP3 inh 13, SARS 3CLpro inh 3, BoNT-F LC inh -4, BoNT A protease 0.3, Anthrax LF prot -6 and Rv3671c inh -5.
For COc1ccc(Cc2nc3ccc(C(=O)NCCc4cccc(C)n4)cc3o2)cc1 the results were MazF activator -11, PrPC TRFRET 0, CCHF vOTU inh 12, PriA SSB inh -16, DUSP3 inh 29, SARS 3CLpro inh -2, BoNT-F LC inh -2, BoNT A protease -1.1, Anthrax LF prot -3 and Rv3671c inh 1.

Compound activity: PubChem, several laboratories

Not all compounds are listed; count on the stated rates, not on these rows.
